# aSyn yeast rescue = alpha-synuclein toxicity suppression in yeast. Potency, µM (top dose mostly 46.1 µM), for the others: at the top dose growth rescue (activation), actives largely listed as activators. S. cerevisiae alpha-synuclein toxicity rescue, BacTiter-Glo growth, 24 h. hit rate 0.02% among 94,000; active = well fitted activation curve with a large enough effect; inconclusive = small, poorly fitted or top-dose-only effect; also: 0% is about no effect
#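 Growth restoration measured by BacTiter-Glo luminescence after 24 hr at 30 deg C; alpha-synuclein yeast, raffinose-pregrown to mid-log, were added at OD600=0.02 in galactose medium onto pinned compounds.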
# The depositor's hits bear a star; ? = inconclusive; & = joins results of further samples; [ ] = another dose, or the depositor's remark. Potency is read from the fitted curve at half-maximal effect.
# Sample of the layout:
SMILES,aSyn yeast rescue
COc1ccc(N2CCN(C(=O)C3CCN(S(=O)(=O)c4cnc[nH]4)CC3)CC2)cc1,-9.6%
CC(=O)N1CCN(c2ccccc2NC(=O)c2ccc3ccccc3c2)CC1,-1.9%
CCOc1ccccc1NS(=O)(=O)c1c(C(=O)OC)sc2cccc(F)c12,5.5%
COc1cccc(-c2nc(CS(=O)(=O)CC(=O)N3CCN(c4ccccn4)CC3)c(C)o2)c1,-3.0%

# The listing, previewed entries included:
SMILES,aSyn yeast rescue
COc1ccc(N2CCN(C(=O)C3CCN(S(=O)(=O)c4cnc[nH]4)CC3)CC2)cc1,-9.6%
CC(=O)N1CCN(c2ccccc2NC(=O)c2ccc3ccccc3c2)CC1,-1.9%
CCOc1ccccc1NS(=O)(=O)c1c(C(=O)OC)sc2cccc(F)c12,5.5%
COc1cccc(-c2nc(CS(=O)(=O)CC(=O)N3CCN(c4ccccn4)CC3)c(C)o2)c1,-3.0%
Cc1noc(/C=C/N(C)C)c1S(=O)(=O)N1CCc2ccccc21,-2.3%
N#Cc1nc(/C=C/c2ccc(F)cc2)oc1N1CCCCC1,-7.3%
CCN(Cc1ccccc1)C(=O)CS(=O)(=O)c1ccccc1,-41.7%[inhibitor]
Cc1ccc(-n2c(=O)c3sccc3n(CC(=O)NCC3CCCO3)c2=O)cc1F (stereo not given),6.5%
CN(C)Cc1nc2ccccc2c(=O)n1CC#N,2.2%
COc1ccc(CN(C)C(=O)c2oc3ccccc3c2CSC)cc1F,-5.6%
CCOC(=O)c1cc(-c2ccccc2)n(-c2cccc(C(=O)Nc3ccc(OCC)cc3)c2)c1C,-9.1%
Cc1ccc2oc(C(=O)N(Cc3ccc(N(C)C)cc3)CC3CCCO3)c(C)c2c1 (stereo not given),9.6%
Cc1cc(C)cc(NS(=O)(=O)c2ccc3[nH]cc(C(=O)N4CCCCCC4)c(=O)c3c2)c1,7.2%
CSc1ccccc1NC(=O)COc1ccc(Cl)cc1,-0.6%
O=C(/C=C/c1cccc([N+](=O)[O-])c1)N1CCN(C(=O)c2ccco2)CC1,-2.3%
CCOc1ccc(NC(=O)CSc2nnc(CC)c(CC)n2)cc1,3.7%
CCOC(=O)c1ccc(N2C(=O)c3n[nH]c(C)c3C2c2ccc(CC)cc2)cc1 (stereo not given),-1.6%
COc1ccccc1CNc1nccn(-c2ccc(F)cc2)c1=O,0.2%
O=c1cc(-c2ccccc2)c2cc(Cl)c3c(c2o1)CN(Cc1ccccc1)CO3,-8.7%
CCOC(=O)c1c(C)oc2nc(C)nc(NCc3cccc(Cl)c3)c12,12.0%
CC(=O)N1CCc2c(sc3c2c(=O)n(-c2ccccc2)c(=O)n3CC(=O)Nc2ccccc2)C1,-1.4%
Cc1nc2c(c(C)c1CCC(=O)N1CCN(c3ccccc3)CC1)c(=O)n(C)c(=O)n2C,11.4%
CC(CCc1ccccc1)NC(=O)/C=C/c1ccc(Cl)cc1 (stereo not given),2.5%
O=S(=O)(Nc1ccc(-c2cn3cccnc3n2)cc1)c1ccccc1,-8.4%
Cc1c(C(=O)N2CCCC2)oc2c1-c1nn(CC(=O)NCc3ccccc3Br)cc1CC2,-4.2%
SMILES,aSyn yeast rescue
CCN(CC)CC(C)CNC(=O)c1cc(-c2ccc(Br)s2)nc2ccccc12 (stereo not given),1.2%
CCOc1ccccc1N1CC(c2nc3ccccc3n2CCCOc2ccccc2)CC1=O (stereo not given),-0.2%
Cc1c(C(=O)Nc2cccc(C(F)(F)F)c2)oc2ccc(S(=O)(=O)N(C)C3CCCCC3)cc12,5.4%
CCn1c(CN2CCCCC2)nc2cc(NC(=O)COc3cc(C)ccc3C(C)C)ccc21,-7.8%
O=C(Cn1nnc(-c2cc(C(F)(F)F)cc(C(F)(F)F)c2)n1)NNC(=S)Nc1ccc(Cl)cc1,-2.6%
CCOC(=O)/C(C#N)=C/c1cccc([N+](=O)[O-])c1,-5.2%
C[C@@H]1CN([C@H](C)CO)C(=O)CCCn2nncc2CO[C@@H]1CN(C)S(=O)(=O)c1ccc(-n2cccn2)cc1,4.9%
CCOC(=O)N1CCc2c(sc3c2c(=O)n(CCc2ccccc2)c(=O)n3Cc2ccc(C)cc2C)C1,-2.4%
Nc1nc(N2CCN(c3ccccc3)CC2)n[nH]1,10.4%
CC(CC(=O)O)CC(=O)Nc1cccc([N+](=O)[O-])c1 (stereo not given),-8.6%
Cc1ccc(Nc2c(-c3cccnc3)nc3ccc(Br)cn23)cc1,5.6%&-9.7%
Cc1ccc(-c2nc(S(=O)(=O)c3ccc(F)cc3)c(N3CCN(c4ccccc4)CC3)o2)cc1,-8.3%
O=C(NCCC(=O)N(Cc1ccco1)Cc1cccs1)c1ccc([N+](=O)[O-])cc1,-1.4%
CC(C)(C)c1cc(=O)[nH]c(SCc2ccccc2)n1,-4.0%
CC(=O)c1cccc(CN2CCN(C3CCCC3)C(CCO)C2)c1 (stereo not given),2.0%
COc1ccc(NC(=O)CSc2c(C(C)C)cnc3c2c(=O)n(C)c(=O)n3C)c(OC)c1,2.6%
COc1ccc(OC)c(NC(=O)CSC2=Nc3ccccc3C3=NC(CC(=O)NCc4ccc5c(c4)OCO5)C(=O)N23)c1 (stereo not given),3.1%
CCOc1ccc(N(CC(=O)Nc2cc(OC)cc(OC)c2)S(=O)(=O)c2c(C)[nH]c(=O)[nH]c2=O)cc1,7.7%
CC12CN(C(=O)c3ccccc3Br)CC(C)(CN(C(=O)c3ccccc3Br)C1)C2=O,3.8%
COc1ccc(Nc2nc(Cl)nc(Nc3ccc(OC)cc3OC)n2)c(OC)c1,-1.3%
CC(=O)Nc1cccc(Oc2nc(C(F)(F)F)nc3ccccc23)c1,2.9%
Cc1ccc(N2CC(C(=O)NCc3nnnn3-c3ccc(C)c(C)c3)CC2=O)cc1 (stereo not given),-3.8%
COc1ccc(-n2c(C)nn(CCOc3ccccc3)c2=O)cc1,-18.8%
Cc1nc(C(=O)NC(C)C)nn1-c1cc(Cl)cc(Cl)c1,-9.0%
COc1ccc(C(=O)c2oc3ccccc3c2NC(=O)COc2c(C)cc(C)cc2C)cc1,-4.1%
SMILES,aSyn yeast rescue
Cc1c(Cl)cccc1N1C(N)=C(C#N)C(c2cc(CN3CCOCC3)cs2)C2=C1CCCC2=O (stereo not given),7.3%
Cc1ccc(C(=O)NCCc2csc(C)n2)cc1,9.7%
C[C@H](NC(=O)c1ncn2c1c(=O)[nH]c1ccc(Br)cc12)c1ccccc1,9.0%
O=C(CN1CCN(S(=O)(=O)c2cc(Cl)ccc2Cl)CC1)Nc1cccc(F)c1,?
Nc1nc2n[nH]nc2c(=O)[nH]1,-5.5%
Cc1ccc(C(=O)NCC(=O)Nc2ccc3c(c2)CCC3)cc1C,-4.8%
CC(=O)Nc1cccc(C(=O)OCC(=O)NC(=O)c2ccccc2)c1,-11.4%
CCCCC(=O)Nc1ccc(C(=O)NNC(=S)NC(=O)c2ccccc2[N+](=O)[O-])cc1,-8.7%
O=C(NNC1=NCCCCC1)Nc1ccc(Cl)cc1,-6.3%
COc1cc(NC(=O)Cn2nc3c(cc2=O)CC(C)CC3)cc(OC)c1OC (stereo not given),0.0%
Cc1ccc(-c2cn3c(n2)sc2cc(C(=O)NCCC4=CCCCC4)ccc23)cc1,-7.0%
Cc1ccc(CNC(=O)c2ccc(CSCc3cccc(C)c3)o2)cc1,21.7%
COc1ccc(N(C)S(=O)(=O)c2ccc3c(c2)n(C)c(=O)c(=O)n3C)cc1,-5.7%
Cc1nn(CC(=O)NCc2cccc(F)c2)c(=O)c2c(C)n(-c3ccc(Cl)cc3)nc12,-3.5%
COc1ccc(Cc2c(C)nn(-c3nc(C)c(C(=O)Nc4cccc(C(C)=O)c4)s3)c2C)cc1,-0.9%
CCc1cc2c(cc3c(=O)n(CC(=O)NCCc4ccc(OC)cc4OC)nc(CC)n32)s1,-2.5%
O=C(NC(=O)c1cccc(F)c1)Nc1ccc(-c2cc(C(F)(F)F)nn2-c2ccccc2)cc1,-3.4%
COc1cccc(NC(=O)CN(C)C(=O)CCC(=O)c2cc(C)sc2C)c1,7.6%
S=C(NCCc1ccccc1)Nc1ccc(Nc2ccccc2)cc1,-18.4%
Cc1ccc(OC(=O)CCC(=O)Nc2ccc(C(N)=O)cc2)cc1,0.5%
Clc1ncccc1-c1nc2ccccc2s1,5.2%
Cc1ccc2onc(CC(=O)N(C)c3ccccc3)c2c1,1.5%
Cc1ccc(C)c(Oc2nc3c(c(=O)n(C)c(=O)n3C)n2Cc2ccccc2)c1,8.0%
Cc1ccc(Nc2nc(C)nc(N)c2S(=O)(=O)c2ccccc2)cc1,-1.4%
CCc1c(C)nc2nncn2c1Nc1ccc(C)c(F)c1,1.5%

# Rewritten with bars between the fields: part of the list above
molecule | aSyn yeast rescue
CC(=O)Nc1cccc(C(=O)OCC(=O)NC(=O)c2ccccc2)c1 | -11.4%
Nc1nc2n[nH]nc2c(=O)[nH]1 | -5.5%

# (further entries)
SMILES,aSyn yeast rescue
O=[N+]([O-])c1ccccc1S(=O)(=O)Nc1ccc(-c2ccc(N3CCOCC3)nn2)cc1,-12.6%
O=C(CN1CCCC1)Nc1ccc2c(c1)CCC2,-3.4%
CC1CCCC(NC(=O)c2cc(-c3ccncc3)nc3ccccc23)C1C (stereo not given),-8.1%
CCS(=O)(=O)N1CCc2cc(C(=O)Nc3cccc(C(C)=O)c3)ccc21,-7.5%
COc1ccc(-c2nc(SCC(=O)NCc3nc4ccccc4n3C)n3[nH]c(=O)cc3n2)cc1,-0.9%
Cc1ccccc1C1CC(=O)Nc2ccc3ccccc3c21 (stereo not given),-4.7%
Cc1ccc(Nc2c(-c3ccccc3O)nc3cc(C)ccn23)cc1,4.1%
Cc1ccc(NC2=C(c3ccc(C(F)(F)F)cc3)C(=O)c3ccccc32)cc1C,2.7%
CCN(C(=O)Cn1c(C(=O)OC)cc2sc(Cl)cc21)c1cccc(C)c1,-0.6%
O=C(c1ccc(Cl)cc1)N(Cc1ccco1)C1CCS(=O)(=O)C1 (stereo not given),11.9%
COc1cc(C2(c3ccc(O)c(OC)c3)C(=O)N(C)c3ccc(Br)cc32)ccc1O,5.0%
C=Cc1ccc(Cn2c(C(=O)O)c(CNCc3cccs3)c3ccc(C)cc32)cc1,-7.2%
COc1ccccc1N1CCN(C(c2ccc(Cl)cc2)c2nnc(-c3cccc(F)c3)o2)CC1 (stereo not given),17.9%
CCCCOc1cccc(NC(=O)CSc2nnc(C)s2)c1,-5.9%
Oc1ccc(-c2nc3ccccn3c2Nc2ccc3c(c2)OCCO3)cc1,-10.7%
COc1ccc(-n2ncc(C(=O)N3CCOCC3)c2C2CCN(C(=O)OC(C)(C)C)CC2)cc1,2.3%
Cc1ccc2occ(CC(=O)Nc3nnc(C(C)C)s3)c2c1,4.0%
COc1cccc(CNC(=O)CSCC(=O)Nc2cc(C)on2)c1,0.4%
CCc1nc2ccc(C(=O)NCCc3ccc(OC)c(OC)c3)cc2nc1CC,-2.3%
COc1ccc(C2=NOC(C(=O)Nc3cc(C)on3)C2)cc1OC (stereo not given),-4.2%
CCCN(CCC)C(=O)C1CCCN(c2ncnc3onc(-c4ccc(F)cc4)c23)C1 (stereo not given),8.4%
COc1ccc(S(=O)(=O)c2cn(CC(=O)Nc3ccccc3)c3ccc(Cl)cc3c2=O)cc1,1.1%
COc1ccc(CNc2nc(-c3cccnc3)nn2C(=O)CC(C)C)cc1,-16.4%
Cc1cc(C)c2c(=O)cc(C(=O)Nc3sc4c(c3C#N)CCCC4)oc2c1,8.7%
C=CCCC(=O)N1C[C@H]2CON(C)[C@H]2C[C@H]1c1ccc(Br)cc1,8.7%

# Part of the list above in order of formula weight, high to low:
SMILES,aSyn yeast rescue
Cc1ccc(NC2=C(c3ccc(C(F)(F)F)cc3)C(=O)c3ccccc32)cc1C,2.7%
CCN(C(=O)Cn1c(C(=O)OC)cc2sc(Cl)cc21)c1cccc(C)c1,-0.6%
COc1ccc(CNc2nc(-c3cccnc3)nn2C(=O)CC(C)C)cc1,-16.4%
CC1CCCC(NC(=O)c2cc(-c3ccncc3)nc3ccccc23)C1C (stereo not given),-8.1%
COc1ccc(C2=NOC(C(=O)Nc3cc(C)on3)C2)cc1OC (stereo not given),-4.2%

# Continuation:
SMILES,aSyn yeast rescue
COc1ccc(/C=N/NC(=O)c2c(C)nc3ccccn23)cc1[N+](=O)[O-],-7.5%
Cc1ccc(NC(=O)CN2C(=O)NC(C)(c3ccc(Cl)cc3)C2=O)cc1 (stereo not given),-7.4%
CCc1cccc(NC(=O)c2cc(S(=O)(=O)N3CCCCC3)ccc2N2CCOCC2)c1,-10.2%
Cc1cc(C)c2c(=O)nc(SCc3ccccc3C)n(C3CC3)c2n1,-4.9%
Cc1ccc(C2c3[nH]c4ccccc4c3CCN2C(=O)CSCc2ccc(F)cc2)cc1 (stereo not given),15.8µM*
COc1cccc(/C=C/c2nc(C#N)c(NC3CCCCC3)o2)c1,-5.4%
Cc1nc2ccccc2c(C)c1C(=O)c1ccc(F)cc1,-15.2%
Cc1ccc(S(=O)(=O)Oc2ccc(/C=C(/NC(=O)c3ccccc3)C(=O)NCC(=O)O)cc2)cc1,1.4%
CC(OC(=O)C1=COCCO1)C(=O)Nc1ccc(Cl)cn1 (stereo not given),0.9%
CCCN1Cc2cccc(C(=O)Nc3ccccc3F)c2C1=O,-28.0%
O=C1c2oc3ccccc3c(=O)c2C(c2ccc(O)cc2)N1Cc1ccc2c(c1)OCO2 (stereo not given),-2.9%
CC(=O)Nc1ccc(NC(=O)c2ccc(COc3ccc(Cl)cc3Cl)o2)cc1,6.9%
CCOC(=O)N1CCN(C(=O)c2ccc3c(c2)N(Cc2cc(C)ccc2C)C(=O)c2ccccc2S3=O)CC1 (stereo not given),0.7%
COc1ccccc1NC(=O)C1CCN(c2cnccn2)CC1,-3.6%
CCc1ccc(OCC(=O)NNC(=O)c2cc3ccccc3o2)cc1,-5.6%
O=C1C2CC=C(Cl)CC2C(=O)N1CC1Cc2ccccc2CO1 (stereo not given),-16.5%

# Screens from PubChem.

# An excerpt. The share of hits here may be higher or lower than overall.
